COUP-TFII inh: NR2F2 (human) inhibition, primary screen; P24468; HEK293T NGFI-A luciferase reporter, luminescence; AID 686940; inhibition, % at 8.6 µM; 370,000 compounds, 0.7% hits;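 active = inhibition above a per-plate cutoff, mean inhibition of test wells between control levels plus 3 SD, cut at about 38% in these data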;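 note: cells cotransfected with COUP-TFII expression vector driving the NGFI-A reporter; 0% = median of COUP-TF2 test wells and 100% = reporter-only cells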
SRC2 inh: inhibits human steroid receptor coactivator 2; inhibition, % at 9 µM; HEK293 GAL4-SRC2 luciferase reporter, luminescence; 370,000 compounds, 0.17% hits; Q15596;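 active = inhibition above the mean inhibition of all tested compounds plus 3 SD, set per campaign, cut at about 52% in these data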;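 note: 0% = DMSO treated cells and 100% = cells given Gossypol at 36 µM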
NR5A2 inv ag: suppresses constitutive activity of human LRH-1; HEK293T StAR-luciferase reporter, LRH-1 transfected, 24 h; inhibition, % at 3.6 µM; 360,000 compounds, 0.13% hits;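 active = inhibition above the mean inhibition of all tested compounds plus 3 SD, cut at about 73% in these data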;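 note: 0% = DMSO wells and 100% = reporter-only cells lacking LRH-1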
MC4R barr agon: activates human MC4R beta-arrestin recruitment; P32245; U2OS MC4R beta-arrestin complementation, luminescence; percent of melanotan II response, DMSO zero; activation, % at 8.9 µM; 360,000 compounds, 0.98% hits; AID 540308;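 active = activation above a per-plate cutoff, the mean activation of sample wells on that plate plus 3 SD, cut at about 8% in these data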
ABHD5-PLIN5 inh: ABHD5-PLIN5 protein interaction inhibition. Q00G26+Q8WTS1. Split G. princeps luciferase complementation, luminescence, 4 h. inhibition, % at 4 µM. 360,000 compounds, 0.78% hits;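 active = inhibition above the mean inhibition across every tested compound plus 3 SD, cut at about 22% in these data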;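 note: 0% = DMSO only wells and the 100% control is not disclosed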
NCOA1 inh: inhibitors of human steroid receptor coactivator 1 (SRC1) | Q15788 | HEK293 GAL4-SRC1 luciferase reporter, luminescence | inhibition, % at 3.6 µM | 360,000 compounds, 0.12% hits | AID 588354;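 active = inhibition above the campaign mean plus 3 SD, with each screening campaign given its own cutoff, cut at about 60% in these data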;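 note: 0% = DMSO treated cells and 100% = gossypol at 36 µM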
Target sequence (Q15788 whole entry, looked up, the tested form may be a part): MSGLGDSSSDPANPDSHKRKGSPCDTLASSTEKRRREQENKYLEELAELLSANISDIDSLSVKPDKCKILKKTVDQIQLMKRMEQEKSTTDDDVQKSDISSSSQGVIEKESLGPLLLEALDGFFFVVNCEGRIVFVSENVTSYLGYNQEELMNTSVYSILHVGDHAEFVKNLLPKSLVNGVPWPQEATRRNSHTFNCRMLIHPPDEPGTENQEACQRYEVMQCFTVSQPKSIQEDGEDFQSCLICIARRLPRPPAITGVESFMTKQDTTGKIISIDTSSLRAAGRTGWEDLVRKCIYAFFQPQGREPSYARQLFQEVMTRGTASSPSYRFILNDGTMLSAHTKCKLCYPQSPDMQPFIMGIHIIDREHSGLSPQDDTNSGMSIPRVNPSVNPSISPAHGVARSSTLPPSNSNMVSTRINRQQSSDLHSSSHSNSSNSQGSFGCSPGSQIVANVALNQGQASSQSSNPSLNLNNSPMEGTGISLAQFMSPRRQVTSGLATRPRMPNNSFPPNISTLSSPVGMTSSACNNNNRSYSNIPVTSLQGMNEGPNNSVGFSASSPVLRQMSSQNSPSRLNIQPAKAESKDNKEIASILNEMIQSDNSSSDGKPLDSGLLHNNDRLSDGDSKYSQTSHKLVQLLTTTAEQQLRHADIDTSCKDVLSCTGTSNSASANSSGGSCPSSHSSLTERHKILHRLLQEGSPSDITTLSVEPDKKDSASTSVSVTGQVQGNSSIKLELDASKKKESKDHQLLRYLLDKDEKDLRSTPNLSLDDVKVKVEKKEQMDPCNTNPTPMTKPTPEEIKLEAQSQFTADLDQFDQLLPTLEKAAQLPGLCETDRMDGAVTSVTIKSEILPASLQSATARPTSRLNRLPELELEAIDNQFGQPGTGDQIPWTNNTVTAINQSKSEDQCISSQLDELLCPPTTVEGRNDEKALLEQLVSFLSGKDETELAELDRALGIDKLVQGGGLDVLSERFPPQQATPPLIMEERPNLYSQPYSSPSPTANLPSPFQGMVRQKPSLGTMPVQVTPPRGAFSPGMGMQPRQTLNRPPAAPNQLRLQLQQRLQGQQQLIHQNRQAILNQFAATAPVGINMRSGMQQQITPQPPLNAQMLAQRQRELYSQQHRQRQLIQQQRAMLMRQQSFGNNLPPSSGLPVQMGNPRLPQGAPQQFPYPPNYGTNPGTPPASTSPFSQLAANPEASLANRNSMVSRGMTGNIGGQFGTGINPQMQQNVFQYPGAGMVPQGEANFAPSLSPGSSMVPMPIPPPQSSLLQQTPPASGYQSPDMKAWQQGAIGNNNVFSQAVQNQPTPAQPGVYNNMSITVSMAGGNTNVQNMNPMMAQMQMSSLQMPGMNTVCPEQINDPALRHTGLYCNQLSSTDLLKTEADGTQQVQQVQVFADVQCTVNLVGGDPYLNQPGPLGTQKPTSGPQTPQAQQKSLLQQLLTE
NCOA3 inh: inhibitors of human steroid receptor coactivator 3 (SRC3). inhibition, % at 3.6 µM. HEK293 GAL4-SRC3 luciferase reporter, luminescence. Q9Y6Q9. 360,000 compounds, 0.17% hits;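 active = inhibition above a per-campaign cutoff, the mean of all compounds plus 3 SD, cut at about 60% in these data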;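 note: 0% = DMSO-treated cells and 100% = gossypol-treated cells at 36 µM; higher means less SRC3-driven luciferase light from the GAL4 reporter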
NOD2 RIPK2 PPI: NOD2-RIPK2 protein interaction inhibition; CHO BLA complementation NOD2-RIPK2, CCF4 ratio; inhibition, % at 4.98 µM; 360,000 compounds, 0.38% hits; in the data active = inhibition above about 21%;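 note: 0% = vehicle only and 100% = reference blocker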
TLR9-MyD88 inh: blocks human TLR9 binding to MyD88. 340,000 compounds, 0.21% hits. Q9NR96+Q99836. inhibition, % at 4.98 µM. CHO BLA complementation TLR9-MyD88, CCF4 FRET ratio;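 active = inhibition above the mean over all tested compounds plus 3 SD, cut at about 21% in these data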;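 note: 0% = DMSO only wells and 100% = clavulanate BLA inhibitor control wells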
MC4R antagonist: blocks human MC4R cAMP signaling | MC4R-expressing cells, MTII-stimulated cAMP, LANCE TR-FRET | inhibition, % at 6.5 µM | 360,000 compounds, 0.48% hits | AID 540295;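 active = inhibition above its plate's cutoff, the mean of tested wells on that plate plus 3 SD, cut at about 29% in these data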;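 note: 0% = Melanotan II alone and 100% = Melanotan II plus saturating MCL0020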
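material = U2OS cells stably expressing human melanocortin 4 receptor (MC4R) | also added = Melanotan II challenge | dosing = single nominal compound dose of 6.5 µM | detection = TR-FRET with Eu-cAMP and labeled anti-cAMP, 671 nm | replication = singlicate | timing = compound 30 min, challenge 1 h, detection 1 h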
LMP1 NFkB inh: Epstein-Barr LMP1 NF-kappaB reporter inhibition; AID 504558; inhibition, % at 12.5 µM; 350,000 compounds, 0.69% hits; LMP1-induced NF-kappaB luciferase reporter cells, luminescence; in the data active = inhibition above about 41%;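 note: 0% = neutral control wells and 100% = reference inhibitor control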
An asterisk follows results filed as active; x = not tested or not shown. Some of the compounds tested; count on the stated rates, not on these rows.

SMILES | COUP-TFII inh | SRC2 inh | NR5A2 inv ag | MC4R barr agon | ABHD5-PLIN5 inh | NCOA1 inh | NCOA3 inh | NOD2 RIPK2 PPI | TLR9-MyD88 inh | MC4R antagonist | LMP1 NFkB inh
Cc1cc(N2CCOCC2)nc2ccc(NC(=S)N3CCCCC3C)cc12 (stereo unspecified) | -36 | -60 | -28 | 1.2 | 4 | -27 | -25 | -1 | 6 | -6 | -9
O=C(COC(=O)c1ccco1)c1ccccc1 | -22 | -3 | -12 | -1.8 | -6 | -7 | -3 | -8 | -4 | 0 | -8
CC(C)(C)n1nnnc1C(c1cccnc1)N1CCN(c2ccccc2)CC1 (stereo unspecified) | 1 | 14 | -3 | -0.4 | 9 | -9 | 8 | 8 | -4 | 11 | 5
CC(=O)Nc1ccc(S(=O)(=O)N(C)CC(=O)N2CCN(C(=O)c3ccco3)CC2)cc1 | 3 | -5 | 24 | -0.4 | 0 | -1 | -9 | 1 | -1 | 3 | 2
CN(C)C(CNc1ccc(S(C)(=O)=O)cc1[N+](=O)[O-])Cc1ccccc1 (stereo unspecified) | 7 | -6 | 6 | 1.0 | 4 | 1 | 18 | -1 | 3 | 7 | 7
CC(C)(CSc1nncn1N)NS(=O)(=O)c1ccc(Cl)cc1 | 8 | -13 | 1 | -0.1 | -7 | -23 | -4 | 4 | 4 | 17 | -8
CC(C)(Oc1ccc(Cl)cc1)C(=O)N1CCC(C(N)=O)CC1 | 5 | 10 | -7 | -1.5 | 2 | 4 | 22 | -4 | 0 | -2 | 8
CC(=O)Nc1ccc(NC(=O)C2C3C=CC(C3)C2C(=O)O)cc1 (stereo unspecified) | -2 | 7 | -4 | -1.1 | 4 | -7 | -3 | -19 | -2 | 0 | 10
CCCc1cc(-c2nc(-c3ccc(Br)cc3)cs2)ccn1 | 8 | -7 | -32 | 0.0 | -2 | 0 | 1 | 6 | 3 | -2 | 2
O=C(OCc1cccc(C(F)(F)F)c1)c1ccc[nH]c1=O | -4 | 3 | -9 | 2.0 | 7 | 5 | 3 | -3 | 1 | 9 | -6
COc1cccc(C=NNC(=O)c2ccncc2)c1O | 6 | -6 | -7 | -0.6 | 4 | 38 | 25 | -11 | 3 | 1 | -4
COc1ccc(CN2CCN(Cc3ccccc3C(F)(F)F)CC2)c(OC)c1 | 10 | 8 | -15 | 2.1 | 5 | -50 | 9 | -11 | -12 | 3 | 7
Clc1ccc(OCCN2CCN(c3ncnc4sccc34)CC2)cc1 | 70* | 20 | 54 | 0.4 | 2 | 25 | 36 | 8 | -6 | 7 | 22
CC(=O)Nc1ccc(NC(=O)C(C)OC(=O)c2ccc(-n3cnnn3)cc2)cc1 (stereo unspecified) | -23 | 2 | -7 | -1.0 | 8 | -21 | -15 | -10 | -7 | 4 | 4
CC(=O)c1ccc(Nc2nc3ccc(C)cc3n3cnnc23)cc1 | -10 | -45 | -20 | 2.0 | 7 | 4 | -24 | -9 | 3 | 7 | 2
COc1cccc(CSc2nc3ccccc3cc2C=O)c1 | -28 | 4 | 19 | -2.2 | 2 | -16 | -28 | 12 | 6 | -17 | 16
O=C(CC1NCCNC1=O)Nc1cccc([N+](=O)[O-])c1 (stereo unspecified) | 17 | -20 | -16 | -2.1 | 5 | 1 | -19 | -10 | -4 | 2 | -4
CC(=O)Nc1cccc2c1C(=O)N(c1ccc(OC(C)=O)cc1)C2=O | -7 | -43 | 7 | -3.7 | 3 | 20 | 10 | 8 | 2 | 18 | -11
COC(=O)CCCc1nc2ccccc2s1 | -4 | -11 | 13 | -0.2 | 3 | -14 | 1 | 0 | -16 | -3 | -3
CC(C)N1CCC(=NNc2ccc([N+](=O)[O-])cc2S(=O)(=O)N2CCOCC2)CC1 | -2 | 1 | -2 | -0.2 | -1 | 15 | 16 | 1 | 6 | -5 | -5
Cc1ccc(NC(=O)C2CC(Cl)=CCC2C(=O)O)c([N+](=O)[O-])c1 (stereo unspecified) | 19 | 7 | -8 | -0.7 | -7 | -7 | 6 | -7 | -7 | -3 | 1
CCOc1ccc(OCC)c(NC(=O)CN2CCC(NC(=O)c3cccc(F)c3)CC2)c1 | 24 | -16 | 33 | -0.5 | -7 | 1 | 19 | -7 | -1 | 2 | 12
Cc1cc2c(cc(C(=O)NCCCN3CCOCC3)n2Cc2ccc(Cl)cc2)o1 | -15 | 3 | -12 | -0.4 | 12 | 1 | 17 | -5 | 8 | -3 | -1
Cc1ccccc1N1CCN(C2CCCN(C(=O)c3cnsn3)C2)CC1 (stereo unspecified) | -13 | -29 | 5 | -2.1 | 4 | -2 | 3 | -4 | -22 | 4 | 1
Cc1cc(C)c(C)c(S(=O)(=O)N2CCC(C(=O)Nc3ccccc3N3CCOCC3)CC2)c1C | 2 | 11 | -1 | 0.3 | -4 | -10 | 2 | -13 | -15 | 10 | -14
Additional compounds follow.
SMILES | COUP-TFII inh | SRC2 inh | NR5A2 inv ag | MC4R barr agon | ABHD5-PLIN5 inh | NCOA1 inh | NCOA3 inh | NOD2 RIPK2 PPI | TLR9-MyD88 inh | MC4R antagonist | LMP1 NFkB inh
CC(NC(=O)c1ccc(F)cc1)C(=O)NC1=NCCS1 (stereo unspecified) | 6 | -7 | 6 | -0.5 | -10 | -2 | -32 | 10 | 2 | 8 | 4
CCN(CC)C(=O)C1=C(C)N(CCC2=CCCCC2)C(=O)C(CC(=O)NCC2CCCCC2)C1 (stereo unspecified) | 5 | -16 | 4 | 4.5 | -7 | -4 | -12 | 3 | -2 | 12 | 2
CCCNC(=O)c1cc(C2CCCCN2C(=O)OCCF)on1 (stereo unspecified) | -5 | 8 | -3 | -0.3 | -7 | -3 | -13 | -10 | x | 9 | x
COc1cccc(NC(=O)CCC(=O)Nc2cc(OC)c(NC(=O)c3cccs3)cc2OC)c1 | 3 | -13 | 10 | -0.1 | -3 | 10 | -18 | 2 | -1 | -1 | -2
Cc1cc(C(=O)NNC(=S)NC(=O)/C=C/c2ccccc2Cl)n[nH]1 | -32 | -59 | -100 | 2.0 | -2 | -41 | -3 | -6 | 1 | -5 | -2
CN(C(=O)c1ccccc1C(=O)OCC(=O)NCc1ccccc1)C1CCCCC1 | -9 | 8 | -3 | 0.6 | -5 | 11 | 5 | -5 | -12 | 7 | -6
CCOC1=C2[C@H](c3ccccc3F)N(S(=O)(=O)c3ccc(C)cc3)C[C@H]2n2c(=O)n(-c3ccccc3)c(=O)n2C1 | 12 | 6 | -7 | x | -8 | 6 | 1 | 2 | x | x | x
COc1ccc2c(C=O)cn(C)c2c1 | 0 | 12 | -6 | -2.4 | 3 | 16 | 19 | 9 | 3 | 1 | -11
CC1CCCN(C(=O)COC(=O)COc2ccc(Cl)cc2)C1 (stereo unspecified) | 11 | 7 | 4 | -3.2 | -1 | 7 | 11 | -1 | 1 | 5 | -6
Cc1ccccc1CNC(=O)c1ccccc1NS(C)(=O)=O | -6 | -11 | -11 | 2.9 | 7 | 20 | 15 | 4 | -3 | 4 | 2
Cc1ccc(C(=O)O/N=C(\N)c2ccccn2)c(C)c1 | 78* | 77* | 72 | -2.9 | 0 | 57 | 70* | 4 | 3 | 1 | 87*
CCCCNC(=S)N(C)/N=C/c1c(F)c(F)c(F)c(F)c1F | -5 | 0 | 7 | 1.9 | -3 | -8 | 19 | -2 | -2 | 25 | 8
COc1ccc2c(c1)-c1c(ssc1=S)C(C)(C)N2S(=O)(=O)c1ccc(C)cc1 | 7 | 17 | 10 | -2.2 | -2 | -8 | 34 | 3 | 11 | -6 | -10
CCCC(C)NC(=O)CSc1nnc(-c2c[nH]c3ccccc23)o1 (stereo unspecified) | 7 | -10 | 11 | -2.1 | 2 | 1 | 14 | -6 | 4 | 2 | -1
CC1(C)CC(=O)c2sc(NC(=O)CN3CCOCC3)nc2C1 | 6 | -1 | -2 | 2.9 | 1 | -14 | 10 | 6 | -3 | 11 | 2
CS(=O)(=O)NCCSc1nnnn1-c1ccccc1 | 4 | -2 | 4 | -0.9 | 2 | 4 | 16 | -4 | 8 | 10 | 2
CCc1ccc(-c2cc(C(F)(F)F)n3nc(C(=O)Nc4cnn(Cc5ccc(C)cc5)c4)cc3n2)s1 | x | x | 5 | -0.2 | -9 | 31 | 43 | -3 | 7 | 3 | -15
O=C1CN(C(=O)COc2ccccc2F)c2ccccc2N1 | 6 | -15 | -12 | -1.6 | 0 | -40 | 12 | 2 | 3 | 5 | 7
COc1ccc(NC(=O)C2=NN(C3CCS(=O)(=O)C3)C(=O)CC2)cc1S(N)(=O)=O (stereo unspecified) | -8 | 22 | -7 | -2.3 | 4 | 1 | -19 | -5 | -6 | 3 | 1
Cc1ccc(/C=C/C(=O)OCC(=O)NCc2ccc(Cl)cc2)o1 | -9 | 2 | -19 | -0.6 | 5 | -23 | -13 | -4 | -1 | -2 | 2

Arranged by length of the SMILES (falling): some entries from above.
SMILES | COUP-TFII inh | SRC2 inh | NR5A2 inv ag | MC4R barr agon | ABHD5-PLIN5 inh | NCOA1 inh | NCOA3 inh | NOD2 RIPK2 PPI | TLR9-MyD88 inh | MC4R antagonist | LMP1 NFkB inh
CCOC1=C2[C@H](c3ccccc3F)N(S(=O)(=O)c3ccc(C)cc3)C[C@H]2n2c(=O)n(-c3ccccc3)c(=O)n2C1 | 12 | 6 | -7 | x | -8 | 6 | 1 | 2 | x | x | x
CCc1ccc(-c2cc(C(F)(F)F)n3nc(C(=O)Nc4cnn(Cc5ccc(C)cc5)c4)cc3n2)s1 | x | x | 5 | -0.2 | -9 | 31 | 43 | -3 | 7 | 3 | -15
COc1cccc(NC(=O)CCC(=O)Nc2cc(OC)c(NC(=O)c3cccs3)cc2OC)c1 | 3 | -13 | 10 | -0.1 | -3 | 10 | -18 | 2 | -1 | -1 | -2
CC(C)(C)n1nnnc1C(c1cccnc1)N1CCN(c2ccccc2)CC1 (stereo unspecified) | 1 | 14 | -3 | -0.4 | 9 | -9 | 8 | 8 | -4 | 11 | 5
CCCC(C)NC(=O)CSc1nnc(-c2c[nH]c3ccccc23)o1 (stereo unspecified) | 7 | -10 | 11 | -2.1 | 2 | 1 | 14 | -6 | 4 | 2 | -1
CCCCNC(=S)N(C)/N=C/c1c(F)c(F)c(F)c(F)c1F | -5 | 0 | 7 | 1.9 | -3 | -8 | 19 | -2 | -2 | 25 | 8
O=C(OCc1cccc(C(F)(F)F)c1)c1ccc[nH]c1=O | -4 | 3 | -9 | 2.0 | 7 | 5 | 3 | -3 | 1 | 9 | -6
COc1cccc(CSc2nc3ccccc3cc2C=O)c1 | -28 | 4 | 19 | -2.2 | 2 | -16 | -28 | 12 | 6 | -17 | 16
COC(=O)CCCc1nc2ccccc2s1 | -4 | -11 | 13 | -0.2 | 3 | -14 | 1 | 0 | -16 | -3 | -3

From PubChem BioAssay
